Source: PubChem (National Center for Advancing Translational Sciences (NCATS))
PTHR1 ag = qHTS for PTHR1 Agonists: Primary Screen. 410,000 compounds, 0.075% hits. Potency, µM (doses to about 115 µM), inactives show at the top dose activation, most hits filed as activators. HEK293 GP2 PTHR1 cells, GloSensor cAMP luminescence, 1 h. Parathyroid hormone/parathyroid hormone-related peptide receptor (Homo sapiens), Q03431; also: potency is read from the fitted curve at half-maximal effect; nearly all actives have a fitted effect of over 55% in size; some results filed as inactive show a strong effect at the top dose; inactives centre near -15; many of its hits are not listed in these tables
Target sequence (Q03431 whole entry, looked up): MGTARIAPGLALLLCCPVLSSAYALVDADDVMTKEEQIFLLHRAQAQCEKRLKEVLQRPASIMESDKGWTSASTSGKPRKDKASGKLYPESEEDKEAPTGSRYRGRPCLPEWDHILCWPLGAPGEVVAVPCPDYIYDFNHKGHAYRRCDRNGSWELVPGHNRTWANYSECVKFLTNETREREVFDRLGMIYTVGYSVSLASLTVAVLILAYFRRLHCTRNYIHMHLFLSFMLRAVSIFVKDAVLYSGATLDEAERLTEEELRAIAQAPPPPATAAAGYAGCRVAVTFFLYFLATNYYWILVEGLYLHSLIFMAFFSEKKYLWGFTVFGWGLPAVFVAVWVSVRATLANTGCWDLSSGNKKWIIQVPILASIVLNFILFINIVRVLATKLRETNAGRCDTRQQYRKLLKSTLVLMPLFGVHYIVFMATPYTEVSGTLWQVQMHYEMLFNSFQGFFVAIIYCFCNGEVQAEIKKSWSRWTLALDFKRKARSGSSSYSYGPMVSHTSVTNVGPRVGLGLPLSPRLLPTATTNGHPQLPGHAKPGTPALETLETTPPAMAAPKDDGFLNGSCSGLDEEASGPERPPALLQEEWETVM
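HEK-293-derived GP2 cells expressing PTHR1 and a GloSensor cAMP reporter, 3,000/well, plated overnight, given luciferin plus IBMX (each 0.5 mM as added) for 1 h at 37 °C, then compound for 1 h at 37 °C. Luminescence was read after 15 min at room temperature.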
Abeta yeast res = qHTS for compounds that reverse cellular toxicity of Amyloid beta (A-beta) peptide in yeast: Primary Screen; yeast expressing A-beta42, growth rescue, OD600, 48 h; response scale: 0% DMSO, 100% iron-clioquinol control; Potency, µM (top dose mostly 46.1 µM), for the others: at the highest dose growth rescue, actives largely listed as activators; 410,000 compounds, 0.063% hits; AID 1347071, 2019; also: potency is read from the fitted curve at half-maximal effect; nearly all actives have a fitted effect of over 55% in size
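Yeast growth medium received pinned compounds, then yeast cells expressing toxic A-beta were added; plates incubated at 30 C for 48 hr. Growth read as absorbance at 600 nm, normalized to DMSO and equimolar FeCl3 plus clioquinol controls.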
aSyn rescue = qHTS of alpha-syn Inhibitors; Yeast expressing alpha-synuclein, growth rescue, BacTiter-Glo, 24 h; Potency, µM (doses to about 46.1 µM), inactives show top-dose growth rescue (activation), usual class: activators; 370,000 compounds, 0.14% hits; also: potency is read from the fitted curve at half-maximal effect; % of control where 0% means no effect; nearly all actives have a fitted effect of over 65% in size
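Rescue of yeast growth: cells expressing toxic alpha-synuclein, induced in galactose at OD600 0.02, incubated with compound 24 h at 30 C. ATP luminescence quantified growth; inhibitors of toxicity appear as activators.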
FUS yeast rescue = qHTS for Suppressors of FUS Proteinopathy: Primary screen using FUS-linked yeast assay. S. cerevisiae FUS-expressing, growth rescue, OD600, 24 h. Potency, µM (series often up to 76.6 µM), inactives show at the highest dose growth rescue (activation), usual class: activators. 390,000 compounds, 0.24% hits. AID 1347120, 2019;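 also: potency is read from the fitted curve at half-maximal effect; plate controls were DMSO vehicle for no effect and reference control for full effect; nearly all actives have a fitted effect of over 55% in size; some results filed as inactive show a strong effect at the top dose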
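Toxicity suppression screen in FUS-yeast. Cells induced with 2% galactose, starting OD 0.005, treated 24hr at 30C with compounds at multiple final concentrations; growth by OD600.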
GLP1R inv ag = qHTS of GLP-1 Receptor Inverse Agonists (Inhibition Mode) | Glucagon-like peptide 1 receptor (Homo sapiens), P43220 | HEK293 GLP-1R CRE-luciferase, luminescence, 24 h; GLP-1R form is constitutively active | Potency, µM (titrated, usually from 38.3 µM), for inactives: at the highest dose activity change, negative = inhibition, most hits filed as inhibitors | 410,000 compounds, 1.6% hits | AID 624417, 2012; also: potency is read from the fitted curve at half-maximal effect; % is scaled to controls: 0 for no effect and ±100 for the full control effect; nearly all actives have a fitted effect of over 55% in size
Target sequence (P43220 whole entry, looked up): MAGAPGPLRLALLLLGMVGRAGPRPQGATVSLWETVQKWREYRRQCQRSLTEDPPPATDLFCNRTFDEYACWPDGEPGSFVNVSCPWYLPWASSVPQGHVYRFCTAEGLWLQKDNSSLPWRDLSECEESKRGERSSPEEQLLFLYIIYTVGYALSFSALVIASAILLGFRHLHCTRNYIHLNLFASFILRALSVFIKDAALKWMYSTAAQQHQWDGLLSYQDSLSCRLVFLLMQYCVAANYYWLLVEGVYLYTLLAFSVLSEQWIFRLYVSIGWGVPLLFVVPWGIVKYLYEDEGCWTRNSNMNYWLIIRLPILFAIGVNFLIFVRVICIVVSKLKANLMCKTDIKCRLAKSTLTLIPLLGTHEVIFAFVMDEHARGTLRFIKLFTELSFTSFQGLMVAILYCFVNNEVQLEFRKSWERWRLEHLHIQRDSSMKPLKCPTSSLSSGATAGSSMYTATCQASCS
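GLP-1R inverse agonism mode: basal reporter luminescence in engineered HEK293 cells measured after one day of compound exposure at 37 deg C, with a 12 min room-temperature detection step.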
pAkt inh = HTS Assay for Inhibitors of Akt Phophorylation: Primary Screen | Neuro2A IGF-stimulated pAkt S473 HTRF, 20 min; stronger effect = lower value | activity change, % for hits at 50 µM | 360,000 compounds, 0.32% hits | AID 651550, 2012; in the data active = activity change below about -80%; inconclusive = mostly about -51% to -80%; also: % is scaled to controls: 0 for no effect and ±100 for the full control effect
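Neuro2A cells (4,500/well, DMEM with 0.5% FBS) were treated with compound at a single 50 µM final concentration, stimulated with 6 nM IGF for 20 min at 37 °C, and lysed. Phospho-Akt Ser473 was read by HTRF as 665/615 ratio ×10^4.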
TDP-43 yeast inh = qHTS of TDP-43 Inhibitors; TDP-43 expressing yeast growth rescue, BacTiter-Glo, 24 h; Potency, µM (top dose mostly 46.1 µM), for inactives: top-dose growth rescue (activation), actives largely listed as activators; 410,000 compounds, 1.8% hits; AID 652104, 2013; also: potency is read from the fitted curve at half-maximal effect; % of control where 0% means no effect; nearly all actives have a fitted effect of over 50% in size
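Readout is BacTiter-Glo luminescence of cell growth, so inhibitors register as activators. TDP-43-expressing yeast at OD600=0.02 in galactose medium, after raffinose pregrowth to mid-log, were incubated with compound for 24 hr at 30 deg C.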
Mm-Cpn inhibitor = Inhibitors of TCP-1 ring complex (TRiC) of Methanococcus maripaludis (MmCpn): qHTS; Chaperonin Mm-Cpn (Methanococcus maripaludis); Potency, µM (top dose mostly 76.9 µM), for inactives: top-dose activity, negative = inhibition, usual class: inhibitors; 330,000 compounds, 0.031% hits; purified Mm-Cpn ATPase, ADP Transcreener TR-FRET; AID 504842, 2011; also: potency is read from the fitted curve at half-maximal effect; % is scaled to controls: 0 for no effect and ±100 for the full control effect; nearly all actives have a fitted effect of over 80% in size
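Eu-cryptate anti-ADP/ADP-d2 competition gives a ratio inversely related to ADP. Enzyme at 25 nM was pre-exposed to compound for 10 min, then given 10 uM ATP for 30 min, 37°C throughout.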
GLP1R cytotox = qHTS of GLP-1 Receptor Inverse Agonists: Cytotox Screen; HEK293 cAMP-luciferase reporter cells, luminescence, 24 h; Potency, µM (series often up to 38.3 µM), for inactives: top-dose activity change, negative = inhibition, actives largely listed as inhibitors; 410,000 compounds, 0.13% hits; AID 624418, 2012;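 also: loss of luciferase light is scored as toxicity; potency is read from the fitted curve at half-maximal effect; % is scaled to controls: 0 for no effect and ±100 for the full control effect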
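To flag toxic compounds, the library was rerun on cells for 24 hr at 37 deg C and 5% CO2. Viability-linked luminescence was captured 12 min after adding luciferase detection reagent.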
Numbers without * were called inactive; i = inactive; u = inconclusive; x = no result given; [ ] = another dose, or the depositor's remark. Unless noted, calls follow the shape of the dose curve; as a rule, active = well fitted curve in the direction sought with a large enough effect; inconclusive = small, poorly fitted or top-dose-only effect, or another doubt; inactive = no such curve, though single readings can be large; an effect the other way counts as inactive or inconclusive. Not all compounds are listed, so the mix of outcomes need not match the whole.

Values in the order – Abeta yeast res	pAkt inh	GLP1R inv ag	aSyn rescue	FUS yeast rescue	Mm-Cpn inhibitor	GLP1R cytotox	TDP-43 yeast inh	PTHR1 ag
> CC(=O)Nc1ccc(Nc2ncnc3c2c(-c2ccccc2)cn3-c2ccccc2)cc1
    -63%[inhibitor]	x	12%	x	32%	x	-13%	u	-11%
> COC(=O)C[C@@H]1CC[C@@H](NC(=O)c2ccccc2F)[C@@H](CO)O1
    5%	i	19%	0%	-9%	x	3%	29%	-9%
> O=C(CSC1=NC(=O)C(Cc2ccccc2)C(=O)N1)NC1CCCCC1 (stereo not drawn)
    13%	i	66%	8%	-6%	-19%	3%	-9%	-4%[57.5 µM]
> CCc1sc(NC(=O)CN2CCC(C(N)=O)CC2)nc1-c1ccccc1
    -11%	i	10%	-2%	-2%	1%	-3%	18%	i
> Clc1cccc(N2CCN(c3nnnn3-c3ccccc3)CC2)c1
    9%	i	u	1%	u	-1%	-28%	u	-17%
> COc1ccc(CNC(=O)COc2ccc(S(=O)(=O)N3CCOCC3)cc2)cc1
    3%	i	10%	0%	1%	-1%	-4%	-12%	i
> CCCN(CCC)C(=O)CSc1nnc2cc(C)c3cc(C)cc(C)c3n12
    -15%	x	0%	x	26%	x	7%	u	-24%
> CC(C)c1ccc(-c2cc(C(=O)NN3CCN(C)CC3)c3ccccc3n2)cc1
    9%	i	u	-1%	26%	-8%	-9%[1.53 µM]	-24%	-56%[inhibitor]
> Cc1ccc(N2NC(C)(c3cccs3)NC2=S)cc1 (stereo not drawn)
    0%	i	u	11%	x	-1%	u	u	-18%
> C/C(=C\c1ccccc1)CN1CCC(C(=O)N2CCCC(C)C2)CC1 (stereo not drawn)
    0%	i	u	1%	-2%	-2%	-10%	-5%	-28%
> COc1ccc(NC(=O)COC(=O)c2ccc(S(=O)(=O)N(C)c3ccccc3OC)cc2)cc1
    -2%	i	14%	1%	5%	x	0%	-22%	-22%
> Cc1ccc(N=Nc2c(N)nn3c(C)cc(C)nc23)cc1
    u	i	6%	-5%	2%	-1%	-28%	17%	i
> CC(C)(C)OC(=O)N1CCC(C(=O)N[C@H](Cc2ccccc2)C(=O)O)CC1
    13%	i	2%	-8%	14%	0%	-19%	13%	i
> S=C1NC2=C(CCCC2=C2SCCS2)C(c2ccccc2)N1 (stereo not drawn)
    8%	i	6%	1%	u	-3%	u	-22%	i
> CC(=O)Nc1ccc(S(=O)(=O)Nc2ccc(F)c([N+](=O)[O-])c2)cc1
    -10%	i	-11%	-3%	11%	-8%	-2%	-18%	-2%
> CN1C(=O)CSc2ccc(NC(=O)NCc3ccco3)cc21
    -9%	i	-2%	-2%	24%	3%	0%	-11%	-33%[inhibitor][57.5 µM]
> O=[N+]([O-])c1ccn(-c2nc(-c3cccs3)cc(C(F)(F)F)n2)n1
    3%	i	26%	2%	-12%	-1%	0%	14%	i
> COc1ccc(NS(=O)(=O)c2ccc3c(c2)CC(C)N3C(=O)C2CCC2)cc1OC (stereo not drawn)
    7%	x	-21%	x	27%	x	-16%	2%	-93%
> O=C(COC(=O)C1CCN(S(=O)(=O)c2ccc(Cl)c(C(F)(F)F)c2)CC1)NCc1ccco1
    3%	i	-5%	0%	1%	1%	1%	13%	i
> N#Cc1ccc2c(c1)nnn2-c1ccccc1
    -18%	i	43%[activator]	0%	12%	x	27%	25%	-6%
> Cc1ccnc(NS(=O)(=O)c2ccc(NC(=O)c3ccc(N4C(=O)CCC4=O)cc3)cc2)n1
    20%	i	19%	-4%	x	-1%	69%[activator]	-2%	i
> CCCc1cc(=O)oc2cc(OCC(=O)NC(Cc3c[nH]c4ccc(O)cc34)C(=O)O)c(Cl)cc12 (stereo not drawn)
    -10%	i	18%	-2%	-9%	-12%	2%	3%	5%
> CCOC(=O)N1CCC(NC(=O)CC2C(=O)NCCN2Cc2ccc(C)cc2)CC1 (stereo not drawn)
    5%	i	0%	6%	27%	1%	-9%	8%	i
> CC(C)NC(=O)CCn1c(SCc2c(F)cccc2Cl)nc2c(sc3ccccc32)c1=O
    3%	x	7%	x	-9%	x	-3%	-8%	i
> CCOC(=O)N1CCN(C(=O)CN(c2cc(Cl)ccc2OC)S(=O)(=O)c2ccccc2)CC1
    4%	i	-13%	2%	29%	2%	-13%	-1%	-8%
> Cc1ccc(Nc2c([N+](=O)[O-])c(=O)oc3ccccc23)cc1C
    -38%[inhibitor]	i	u	-18%	57%	-1%	-30%	-19%	i
> COC(=O)CC1C(=O)NCCN1C(=S)NC(=O)C(c1ccccc1)c1ccccc1 (stereo not drawn)
    31%	i	-25%	0%	41%	0%	5%	3%	-7%
> COc1ccc(CS(=O)(=O)CC(C)(O)c2ccc(Cl)cc2)cc1 (stereo not drawn)
    -2%	i	u	14%	-26%	-1%	1%	-10%	15%
> COc1cc(OC)c(OC)cc1CN1CCN(Cc2cccn2C)CC1
    15%	i	-4%	-7%	25%	1%	-14%	10%	-3%
> Cn1c(=O)c2c(nc(NNC(=O)C(F)(F)F)n2C)n(C)c1=O
    20%	i	0%	4%	-8%	0%	6%	-7%	i

Next section:
Values in the order – Abeta yeast res	pAkt inh	GLP1R inv ag	aSyn rescue	FUS yeast rescue	Mm-Cpn inhibitor	GLP1R cytotox	TDP-43 yeast inh	PTHR1 ag
> COc1ccc(NC(=O)CSc2nc3ccccc3nc2N2CCC(C)CC2)cc1
    10%	x	2%	x	31%	x	-9%	12%	-10%
> Cn1c(=O)n(C)c2cc([N+](=O)[O-])c(N3CCN(S(=O)(=O)c4ccccc4)CC3)cc21
    -7%	i	11%	4%	x	0%	-2%	15%	-18%
> NS(=O)(=O)c1ccc(CCNC(=O)COC(=O)COc2cccc(C(F)(F)F)c2)cc1
    6%	i	14%	-4%	4%	-16%	-13%	20%	-10%
> CCOc1ccc(C(=O)C[n+]2cccc3cc(C)ccc32)cc1
    -3%	i	-29%	-2%	26%	-5%	-10%	-11%	i
> Cn1c(CNC(=O)CSc2nc(-c3ccccc3F)nc3cc(=O)[nH]n23)nc2ccccc21
    -6%	x	1%	x	4%	x	2%	5%	i
> COc1cc(SC)ccc1C(=O)Nc1ccc2c(c1)OCCO2
    -23%	x	u	-13%	29%	0%	-17%	-31%[inhibitor]	-20%[57.5 µM]
> CCOC(=O)c1c(NC(=O)CSc2nc(-c3ccc(OC)cc3)cc(C(F)(F)F)n2)sc(C)c1C
    -9%	x	10%	x	3%	x	0%	15%	-17%
> CCN(CC)Cc1ccc(OC)c(Cl)c1
    0%	i	-27%	1%	8%	1%	2%	1%	-1%
> CCCOc1ccc(C(=O)N(CC(C)C)c2c(N)n(Cc3ccccc3)c(=O)[nH]c2=O)cc1
    -6%	i	46%[activator]	0%	-5%	1%	-2%	-11%	-15%
> CCCCn1c(NCCO)nc2ccccc21
    7%	i	9%	1%	-7%	-2%	3%	22%	-17%
> C/C(=N\NC(=O)c1c(Br)cnn1C)c1ccc(NC(=O)c2ccc(F)cc2)cc1
    1%	i	6%	4%	-4%	-1%	-39%	0%	-20%
> O=C(N[C@@H](Cc1ccccc1)C(=O)O)c1c(F)c(F)c(F)c(F)c1F
    -16%	i	13%	0%	1%	x	9%	-22%	u
> CCOc1ccc(CCNC(=O)CN(C)S(=O)(=O)c2cccs2)cc1OCC
    -1%	i	10%	4%	x	-5%	0%	18%	i
> CC1=CC(c2ccc(Cl)cc2)n2ncnc2N1 (stereo not drawn)
    10%	i	19%	1%	-23%	x	2%	16%	i
> COc1ccc(OC)c2sc(NC(=O)C3=COCCO3)nc12
    -8%	i	29%	-2%	0%	-6%	1%	u	i
> CS(=O)(=O)N1CCN(c2ccccc2NC(=O)CSc2nnc(-c3ccco3)o2)CC1
    8%	i	13%	-6%	-5%	2%	1%	19%	i
> CCO[C@@H]1OC(C(=O)O)=C[C@H](c2ccccc2)[C@H]1CCCO
    -2%	i	4%	-1%	-11%	x	6%	21%	-11%
> O=c1cc(-c2ccc(OCc3ccccc3)cc2)oc2cc(OCc3ccccc3)cc(OCc3ccccc3)c12
    -13%	i	20%	5%	18%	-2%	-18%	19%	-4%
> CCOc1cc(C)c(S(=O)(=O)Nc2ccc(F)cc2)cc1C
    -95%[inhibitor]	i	-25%	u	37%	-6%	7%	u	-5%[57.5 µM]
> CCOC(=O)C1=C(c2ccccc2)NC(=O)NC1c1cc(Br)c(O)c(OC)c1 (stereo not drawn)
    -6%	i	u	-6%	11%	-1%	-8%	-6%	1%
> CC(=O)Nc1ccc(N=NC2C(=O)N(C(N)=S)N=C2C)cc1 (stereo not drawn)
    13%	i	16%	-2%	-3%	0%	-22%	28%	-2%
